Source: PubChem BioAssay (The Scripps Research Institute Molecular Screening Center)
TTR transcr act: TTR transcription activation, primary screen; actives 1.3% (n = 92,000); SH-SY5Y TTR promoter Gaussia luciferase, luminescence; 100% = recombinant luciferase protein wells; AID 1117267; activation, % at 16.7 µM;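 active = activation above the mean of all tested compounds plus 3 SD, cut at about 9.5% in these data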;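 note: cells exposed to compounds for one day before reading; 0% = median of all test compound wells on the plate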
* marks the source's active call; other numbers are inactive results. A portion of the library; count on the stated rates, not on these rows.

canonical_smiles,TTR transcr act
O=C(NCCCNCc1ccccc1)c1ccccn1,1.5
COc1cccc(NC(=O)C2CC(=O)N/C(=N/NC(=O)c3ccc(C)cc3)S2)c1 (stereo not drawn),-2.1
CC1=C(C(=O)N2CCOCC2)CC(CC(=O)NCc2ccco2)C(=O)N1Cc1ccc(C(C)(C)C)cc1 (stereo not drawn),-1.1
COc1ccc(CC(=O)NCc2nn(-c3ccccc3)nc2C)cc1OC,1.8
CC1(C)Cc2c(sc3c2c(=O)n(-c2cccc(Cl)c2)c(=O)n3CC(N)=O)CO1,1.9
COc1ccc(-c2nnc3ccc(SC)nn23)cc1,-1.5
CCc1noc(C)c1C(=O)OCC(=O)c1ccccc1OC,-0.1
Cc1cc(C)cc(OC(=O)CCN2C(=O)C3C4C=CC(C5CC45)C3C2=O)c1 (stereo not drawn),-0.1
COC(=O)N/N=C(\C)c1ccc2ccccc2c1OC(F)F,-2.4
Cc1ccccc1CSCC(=O)Nc1ccccc1Br,3.1
COc1ccc(C(=O)n2nc(C)c(Br)c2C)cc1OC,-0.5
FC(F)(F)Oc1ccc(NC(=S)NCCCN2CCOCC2)cc1,-0.3
CCN(CCO)Cc1csc2ccc(C(C)(C)C)cc12,3.8
CCOC(=O)CNC(=O)CSc1nnc(-c2cccc(C)c2)n1-c1ccc(OC)cc1,0.6
O=S(=O)(Nc1ccc(C(O)(C(F)(F)F)C(F)(F)F)cc1)c1cccc2cccnc12,-1.5
Fc1ccc(Nc2ncnc3ccccc23)cc1,-0.6
Cc1ccc(N/C=C(\C#N)S(=O)(=O)c2ccccc2)cc1,0.7
O=C(NCCN1CCC(Cc2ccccc2)CC1)C1CCN(S(=O)(=O)N2CCC3(CC2)OCCO3)CC1,0.0
Cc1cc(C)n(-c2ccc(C(=O)Nc3cccc(S(=O)(=O)N(C)C)c3)cc2)n1,-4.3
CCOC(=O)N1CCN(C(=O)COc2cccc3c2CCN(Cc2cccc(C)c2)C3=O)CC1,-2.5
COC(=O)c1[nH]c2cc(OC)ccc2c1NC(=O)c1c(F)cccc1F,0.3
COc1ccc(S(=O)(=O)n2ccnc2)c2cccnc12,-0.7
COc1ccccc1N(C)S(=O)(=O)c1ccc(C(=O)NCCc2ccc(F)cc2)cc1,0.2
COc1ccc(C2c3c(c(C)c(C)oc3=O)Oc3c(C)c(C)oc(=O)c32)cc1,-5.5
CCOc1ccc(C(C)=O)cc1COC(=O)c1ccccc1C(=O)N(C)Cc1ccccc1,2.5
CCN(CC)C(=O)c1[nH]cnc1C(=O)N[C@@H](Cc1ccccc1)C(=O)OC(C)(C)C,-1.6
O=C(O)Cn1c(=O)n(Cc2ccccc2)c2ccccc21,-1.8
COc1ccccc1NC(=O)C(C)OC(=O)CSCC(=O)Nc1cc(C)on1 (stereo not drawn),-1.0
CC(CC(C)C(=O)Nc1ccccc1C(C)(C)C)C(=O)O (stereo not drawn),-2.5
Cc1ccc(-n2c(N)c(S(=O)(=O)c3ccccc3)c3nc4ccccc4nc32)cc1,2.0

Other entries.
canonical_smiles,TTR transcr act
C[C@H]1CN([C@@H](C)CO)S(=O)(=O)c2ccc(Br)cc2O[C@@H]1CN(C)C(=O)C1CCOCC1,24.5*
Cc1ccc2c(C)nc(Nc3nc(CSc4nnc(C)s4)cc(=O)[nH]3)nc2c1,-1.0
O=C(c1ccccc1)c1cccs1,0.9
COC(=O)CCC(=O)Nc1ccc(NC(=O)CCC(=O)OC)cc1,-1.1
O=c1oc2ccccc2c2c1ncn2C1CCCCC1,0.4
Cc1n[nH]c(=S)n(/N=C/c2cccc([N+](=O)[O-])c2)c1=O,-0.3
Cc1nc2ncnn2c(C)c1C/C=C/c1ccccc1,-1.4
COc1ccc(Cl)cc1NC(=O)CC1S/C(=N/N=C2CCCCCC2)NC1=O (stereo not drawn),0.5
Clc1ccc(CO/N=C/c2cccs2)cc1,-0.4
CCOC(=O)c1cc(CC)sc1NC(=O)c1ccc(N2C(=O)CCC2=O)cc1,4.5
COc1cccc(NC(=O)CN(C)C(=O)CN2C(=O)NC(C)(c3ccc(C)cc3)C2=O)c1 (stereo not drawn),1.1
CCOC(=O)N1CCc2c(sc3ncn(C)c(=O)c23)C1,-0.3
Cc1nc(N2CCN(C(=O)C3CCCCC3)CC2)c2c3c(sc2n1)CCCC3,-2.0
CN(CCc1ccccn1)c1ccccc1,-2.1
O=[N+]([O-])c1ccc(NCCN2CCOCC2)c([N+](=O)[O-])c1,-1.8
CC(C)(C)CNC(=O)[C@]1(C)CCC[C@@]2(C)C3CC[C@@]4(C)C[C@]3(CCC21)CC4=O (stereo partly drawn),0.5
O=S(Cc1ccc(Cl)cc1)CC(O)COc1ccc(Cl)cc1 (stereo not drawn),1.4
COc1ccccc1N(CC(=O)N1CCCC1)S(=O)(=O)c1ccc(C)cc1,0.7
CC(OCCN(C)C)C(=O)C12CC3CC(CC(C3)C1)C2 (stereo not drawn),0.9
Cc1nnc(SCC(=O)Nc2ccc([N+](=O)[O-])cc2)n1CC1CCCO1 (stereo not drawn),1.6
COc1ccc(OC)c(C(C)NS(=O)(=O)c2cccs2)c1 (stereo not drawn),0.4
CCc1c(C)sc(NC(=O)c2cc(C(C)C)on2)c1C#N,0.4
C[C@@H]1CCC(=O)N(C[C@@H](C)CSc2ccccc2)CC1,-2.3
C=CC[C@H](CC(=O)N(CCO)Cc1ccccc1)C(=O)N[C@@H](COC(=O)[C@@H](CC=C)Cc1ccc(F)cc1)Cc1c[nH]c2ccccc12,-1.2
O=Cc1[nH]c2ccccc2c1N(C(=O)CCl)c1ccccc1,-3.4
CC1CCN(S(=O)(=O)c2ccc(NC(=O)[C@@H]3CCCN3C(=O)c3cccs3)cc2)CC1,-1.6
O=C(C1CC1)N1CCC(c2nc(-c3ccc(S(=O)(=O)N4CCCC4)cc3)no2)CC1,-0.6
COc1ccc(CNCCc2ccc([N+](=O)[O-])cc2)c(OC)c1OC,-1.5
Nc1ccc(NC(=O)c2cccc(C(=O)Nc3ccc(N)cc3Cl)c2)c(Cl)c1,0.3
N#Cc1cc(N)ccc1-n1cccc1,1.5

The listing continues.
canonical_smiles,TTR transcr act
CCCCn1c2c(c3ccccc31)CCc1nonc1-2,-0.9
COc1ccc(Cn2ccnc2SCC(=O)Nc2nnc(C)s2)cc1,2.1
N#CC1CN(Cc2ccccc2)CN(Cc2ccccc2)C1,-1.6
O=C(Nc1cccc(C(=O)N2CCOCC2)c1)NC1CCCCC1,4.5
CN(c1ccc([N+](=O)[O-])cc1)c1cc2c(c3c1ccn3C)C1CCC2C1 (stereo not drawn),2.4
CCCOC(c1ccccc1)(c1ccc(C(F)(F)F)cc1)C(Oc1nc(C)cc(C)n1)C(=O)O (stereo not drawn),-2.2
CC(C)CN1C(=O)C(=O)N(CC(=O)NC2CCCc3ccccc32)C1=O (stereo not drawn),0.2
Cc1ccc(NC(=S)N/N=C/c2ccc([N+](=O)[O-])s2)cc1,-2.1
CC(C)(C)NC(=O)C(c1ccc(F)cc1)N(CC1CCCO1)C(=O)c1csnn1 (stereo not drawn),-0.6
CCC[C@H]1[C@@H](OC(=O)NCc2ccc(C)o2)CC[C@@]23CCCN2C(=O)CCC[C@@H]13,-1.4
COc1ccc(C(C)NC(=O)C2CCN(CCCc3ccccc3)CC2)cc1OC (stereo not drawn),-0.6
Cc1cccc(NC(=O)C2CCCN(S(=O)(=O)c3ccc(-n4cnnn4)cc3)C2)c1 (stereo not drawn),-0.9
COc1ccccc1Oc1ccc(NC(=O)c2ccc(Cl)cc2)cc1,-0.7
COc1ccc(CCNC(=O)CC2SC(=NCCc3ccccc3)NC2=O)cc1OC (stereo not drawn),-2.0
C#CCOC(=O)Nc1cc(C)n(-c2ccccc2)n1,-0.3
CCOC(=O)c1ccc2c(c1)C1C=CCC1C(C(=O)OCC)N2 (stereo not drawn),-0.8
CCOc1ccc(S(=O)(=O)Nc2nc3ccccc3nc2N2CCN(C)CC2)cc1,-0.8
Cc1oc(-c2ccccc2Cl)nc1CN1CCCCC1c1cccnc1 (stereo not drawn),0.1
O=C(CNCc1ccc(F)cc1)Nc1ccccc1[N+](=O)[O-],3.3
Cc1ccc(C)c(N2CCN(C(=O)CN3C(=S)NC(C)(C)CC3C)CC2)c1 (stereo not drawn),-0.1
O=C(NC1C=CS(=O)(=O)C1)c1ccccc1 (stereo not drawn),1.5
CCOc1ccccc1NC(=O)COC(=O)c1cc(C)oc1C,-1.1
CC(=O)Nc1cccc(-c2nc3ccccc3o2)c1,0.0
COc1ccccc1-c1cccc([C@@H]2C[C@H]3[C@H](CON3C)CN2C(=O)CCc2ccccc2)c1,2.0
COc1ccc(/C=C2/SC(=S)N(CCC(=O)O)C2=O)cc1,-1.7
CCOC(=O)N1CCN(C(=O)COC(=O)c2ccc(N(C)C)cc2)CC1,-0.4
CC(C)Oc1cc(F)ccc1-c1cc(C(=O)NC2CCCCC2)[nH]n1,-1.2
O=C(Nc1nnc(S(=O)(=O)N2CCCCCC2)s1)c1ccc(Br)cc1,-0.1
COc1ccc(-c2c[n+]3c4n2CCCCC4=C(c2ccccc2)C3)cc1,-0.6
O=C(NCc1ccccn1)C1CC(c2ccccc2O)=NO1 (stereo not drawn),-1.2

The list continues.
canonical_smiles,TTR transcr act
CC(=O)c1ccc(OCc2cc(C(=O)N(C)CCOc3ccc(C)cc3)no2)cc1,-1.3
O=C(CC1C(=O)NCCN1Cc1c(F)cccc1Cl)NCc1ccccc1 (stereo not drawn),-0.2
Clc1ccc(-c2noc(CSc3nnc(-c4ccncc4)n3-c3ccccc3)n2)cc1,-5.4
Cn1cc[n+](C)c1COc1ccc(C=O)cc1,0.1
O=C(Cc1cccc(NC(=O)C2CCN(C(=O)C3CCCC3)CC2)c1)Nc1cccc(C(=O)N2CCCC2)c1,2.4
NS(=O)(=O)c1ccc(NS(=O)(=O)c2ccc(NC(=S)Nc3ccccc3)cc2)cc1,0.2
CCCCN(CCCC)C(=O)c1ccccc1NC(=O)CN1C(=O)c2ccccc2C1=O,2.4
CCn1c(C)nc2cc(C(=O)N/N=C/c3ccccc3)ccc21,3.2
CCC(=O)N(CCc1ccc(S(N)(=O)=O)cc1)C1CC(=O)N(c2ccc(OC)cc2)C1=O (stereo not drawn),1.9
COc1ccc(CNC(=O)CNC(=O)c2ccc(C(C)(C)C)cc2)cc1OC,13.0*
CCN1C(=O)/C(=C2/Sc3ccccc3N2CCCS(=O)(=O)O)SC1=S,0.1
O=C(Nc1ccc(F)cc1)OC1CC2CC1[C@H]1CCCCN1[C@H]2Cc1ccccc1 (stereo partly drawn),3.5
O=C(Oc1ccccc1C(=O)N1CCOCC1)c1ccccc1,-1.6
CCN1CCN(C(=O)/C=C/c2ccc(C(C)C)cc2)CC1,1.7
C=CCn1cnc2scc(-c3ccc(CC)cc3)c2c1=O,-0.1
CN1c2ccc(Cl)cc2C(=O)NC1C1CC=CCC1 (stereo not drawn),3.3
CCOC(=O)CCN(C(=S)Nc1ccccc1)C1CCCCC1,0.3
CCN=C1SC(CC(=O)Nc2ccc3c(c2)OCO3)C(=O)N1CC (stereo not drawn),-1.8
Clc1ccccc1/C=N/NC1=Nc2cccc3cccc1c23,-0.5
COC(=O)C[C@@H]1CC[C@@H]2[C@H](COc3ccc(NC(=O)c4cccc(F)c4)cc3C(=O)N2C)O1,-0.2
Cc1nc2ccccc2cc1C(=O)NCc1ccccc1,-1.4
Cc1cc2sc(C(=O)O)c(C)c2s1,2.0
CCc1ccc(C(=O)/C=C/NCc2ccc(F)cc2)cc1,-1.1
Cc1ccc(OCc2nc3ccccc3n2C(C)C(=O)Nc2c(C)cccc2C)cc1 (stereo not drawn),-1.6
c1ccc2[nH]c(SCC3CCCCO3)nc2c1 (stereo not drawn),1.6
Cc1c(C(N)=O)cc([N+](=O)[O-])cc1[N+](=O)[O-],0.2
Cc1csc(SCC(=O)Nc2sccc2C#N)n1,-0.8
CC(=O)Oc1cc2c3c(c1)/C(=C1/SC(=S)NC1=O)C(=O)N3C(C)(C)C=C2C,-0.7
Cn1c(=O)c2c(nc3n2CCCN3CCc2ccccc2)n(C)c1=O,2.0
CCOc1cc(N2CCOCC2)c(OCC)cc1NC(=O)Cc1ccccc1,2.2

Entries above that bear a hit mark in TTR transcr act.
canonical_smiles,TTR transcr act
C[C@H]1CN([C@@H](C)CO)S(=O)(=O)c2ccc(Br)cc2O[C@@H]1CN(C)C(=O)C1CCOCC1,24.5*
COc1ccc(CNC(=O)CNC(=O)c2ccc(C(C)(C)C)cc2)cc1OC,13.0*

(listing goes on)
canonical_smiles,TTR transcr act
CCCC(C)NC(=O)C1CCN(S(=O)(=O)c2ccccc2)CC1 (stereo not drawn),3.2
CCC(CC)NC(=O)c1n[nH]c(=O)c2ccccc12,1.5
O=C(NCc1ccco1)C1CCCN1C(=O)Nc1cccc(Cl)c1 (stereo not drawn),-2.2
CC(=O)NCc1ccc(S(=O)(=O)NC2CCN(Cc3ccccc3)CC2)cc1,1.5

An excerpt taken from the entries so far, as a working copy:
canonical_smiles,TTR transcr act
CCCC(C)NC(=O)C1CCN(S(=O)(=O)c2ccccc2)CC1 (stereo not drawn),3.2
CCC(CC)NC(=O)c1n[nH]c(=O)c2ccccc12,1.5

Six structures from above, sorted by number of heavy atoms, rising.
canonical_smiles,TTR transcr act
Cc1c(C(N)=O)cc([N+](=O)[O-])cc1[N+](=O)[O-],0.2
Cc1csc(SCC(=O)Nc2sccc2C#N)n1,-0.8
CCCC(C)NC(=O)C1CCN(S(=O)(=O)c2ccccc2)CC1 (stereo not drawn),3.2
O=C(NCc1ccco1)C1CCCN1C(=O)Nc1cccc(Cl)c1 (stereo not drawn),-2.2
Cn1c(=O)c2c(nc3n2CCCN3CCc2ccccc2)n(C)c1=O,2.0
CCOc1cc(N2CCOCC2)c(OCC)cc1NC(=O)Cc1ccccc1,2.2
